High-throughput results from PubChem BioAssay.
BLM inh – inhibitors of human Bloom syndrome helicase BLM; P54132; recombinant BLM DNA unwinding, fluorescence dequenching; hit rate 0.2% among 350,000; Potency, µM (titrated, usually from 56.1 µM), for inactives: top-dose activity change, negative = inhibition, hits mostly inhibitors;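 further: plate controls were vehicle for no effect and no enzyme for full effect; nearly all actives have a fitted effect of over 35% in size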
Pol iota inh – DNA polymerase iota (human) inhibition; Potency, µM (series often up to 115 µM), for the others: top-dose activity, negative = inhibition, most hits filed as inhibitors; Q9UNA4; hit rate 1% among 390,000; Pol iota fluorescent replication assay, 10 min; AID 588590
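Pol iota at 10 nM preincubated 15 min with compounds at room temperature; reaction started with fluorescent substrate, 50 nM final. Fluorescence read kinetically at 0 and 10 min; buffer-only wells as negative control.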
G9a block – blocks human histone lysine methyltransferase G9a; G9a H3K9 monomethylation, AlphaScreen, 2 h; hit rate 8.8% among 350,000; Potency, µM (highest dose often 102 µM), inactives show at the highest dose activity, negative = inhibition, hits mostly inhibitors; further: on the % scale 0 is the no-effect control and ±100 the full control effect; nearly all actives have a fitted effect of over 75% in size
Target sequence (Q96KQ7 913-1193 limits assumed): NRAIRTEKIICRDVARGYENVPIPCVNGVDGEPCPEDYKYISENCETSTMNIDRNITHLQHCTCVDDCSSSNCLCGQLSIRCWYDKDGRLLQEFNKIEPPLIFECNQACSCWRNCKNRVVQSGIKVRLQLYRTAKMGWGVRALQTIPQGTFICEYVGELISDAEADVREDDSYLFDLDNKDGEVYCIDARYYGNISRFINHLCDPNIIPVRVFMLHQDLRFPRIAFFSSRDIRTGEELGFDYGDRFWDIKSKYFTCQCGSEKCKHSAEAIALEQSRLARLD
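Signal arises when biotinylated H3K9 peptide, once monomethylated, bridges streptavidin donor and antibody-captured acceptor beads. Enzyme at 20 nM was preincubated 15 min with test compounds; peptide 500 nM and SAM 20 uM then reacted for 2 h.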
APEX1 inh – blocks human APE1 abasic DNA cleavage | P27695 | recombinant APE1, TAMRA/BHQ-2 abasic DNA cleavage fluorescence | Potency, µM (top dose mostly 65.8 µM), without a hit: at the highest dose activity change, negative = inhibition, actives largely listed as inhibitors | hit rate 0.35% among 350,000;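 further: plate controls were vehicle for no effect and reference inhibitor for full effect; nearly all actives have a fitted effect of over 55% in size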
Target sequence (P27695 whole entry, looked up): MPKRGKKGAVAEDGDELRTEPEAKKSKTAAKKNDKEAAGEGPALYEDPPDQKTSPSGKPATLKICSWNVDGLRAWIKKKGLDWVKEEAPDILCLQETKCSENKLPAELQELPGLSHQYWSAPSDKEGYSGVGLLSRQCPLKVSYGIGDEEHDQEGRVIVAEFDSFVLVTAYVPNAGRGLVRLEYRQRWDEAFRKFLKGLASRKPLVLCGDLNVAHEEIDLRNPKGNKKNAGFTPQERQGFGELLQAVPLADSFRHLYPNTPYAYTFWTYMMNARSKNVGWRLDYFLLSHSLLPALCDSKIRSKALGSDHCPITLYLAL
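Quantitative HTS: incision of a TAMRA/BHQ-2 double-stranded substrate bearing a tetrahydrofuran abasic site by 0.75 nM APE1 raises fluorescence. Substrate 50 nM final, added after 15 min compound preincubation at room temperature; progress as third-minus-first kinetic read difference.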
POLK inh – DNA polymerase kappa (human) inhibition. Q9UBT6. purified Pol kappa, fluorescent DNA synthesis assay, 10 min. Potency, µM (top dose mostly 107 µM), without a hit: at the highest dose activity, negative = inhibition, most hits filed as inhibitors. hit rate 0.53% among 400,000. AID 588579; further: on the % scale 0 is the no-effect control and ±100 the full control effect
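Kinetic fluorescence screen: compound preincubated 15 min RT with 10 nM enzyme; 50 nM substrate (final) initiates; reads at 0/10 min.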
POLB inh – inhibitors of human DNA polymerase beta. P06746. Pol beta primer extension/strand displacement, fluorescence kinetic. Potency, µM (highest dose often 114 µM), without a hit: at the top dose activity change, negative = inhibition, usual class: inhibitors. hit rate 1.3% among 340,000; further: on the % scale 0 is the no-effect control and ±100 the full control effect
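10 nM enzyme + cpd, 15 min RT; start with substrate 50 nM final; read 0 min and after 10 min RT. Corrected, normalized data; 4-parameter Hill curve fit.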
BAZ2B inh – inhibitors of human BAZ2B bromodomain. Q9UIF8. AID 504333. hit rate 4.4% among 360,000. Potency, µM (series often up to 114 µM), for inactives: at the highest dose activity change, negative = inhibition, actives largely listed as inhibitors. AlphaScreen BAZ2B-H3K14Ac peptide displacement; further: on the % scale 0 is the no-effect control and ±100 the full control effect; nearly all actives have a fitted effect of over 60% in size
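BAZ2B 50 nM plus b-H3(5-23)K14Ac 50 nM, PBS pH 7.4/0.01% Tween-20, 30 min RT; compound added (max 110 uM), 30 min RT; streptavidin donor/Ni-chelate acceptor beads 10 ug/mL final, 20 min dark; AlphaScreen read.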
Anesthetic bind – candidate novel general anesthetic via apoferritin binding; apoferritin/1-aminoanthracene competitive binding, fluorescence; Potency, µM (top dose mostly 77.5 µM), without a hit: top-dose activity change, negative = displacement, usual class: inhibitors; hit rate 0.074% among 350,000; AID 485281; further: on the % scale 0 is the no-effect control and ±100 the full control effect; nearly all actives have a fitted effect of over 20% in size
Target sequence (P02791 2-175 limits assumed): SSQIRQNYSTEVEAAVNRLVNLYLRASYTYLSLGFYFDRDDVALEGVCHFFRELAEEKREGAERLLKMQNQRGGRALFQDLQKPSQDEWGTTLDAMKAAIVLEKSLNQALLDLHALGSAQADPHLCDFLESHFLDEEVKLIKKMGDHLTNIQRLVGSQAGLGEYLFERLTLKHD
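Probe: 1-aminoanthracene (50% saturated, PBS). Protein: horse-spleen apoferritin, 10 uM. Incubation: 10 min, room temperature. Detection: 380 nm excitation, 535 nm emission. Analysis: normalized response, four-parameter Hill.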
POLH inh – inhibitors of human DNA polymerase eta. Potency, µM (highest dose often 114 µM), for the others: top-dose activity change, negative = inhibition, actives largely listed as inhibitors. recombinant Pol eta, fluorescent DNA replication assay. hit rate 1.2% among 390,000; further: on the % scale 0 is the no-effect control and ±100 the full control effect
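Pol eta (10 nM) was preincubated with compounds for 15 min at room temperature, after which fluorescent replication substrate (50 nM final) was added to start the reaction. Fluorescence was read kinetically at 0 and 10 min.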
Active calls of the source: *; ? = inconclusive; · = no result given; [ ] = another dose, or the depositor's remark. The call rests on the fitted dose curve; in most records, active means well fitted curve in the direction sought with a large enough effect; inconclusive means small, poorly fitted or top-dose-only effect, or another doubt; inactive means no such curve, though single readings can be large; an effect the other way counts as inactive or inconclusive. Potency means the concentration at half of the fitted maximal effect. An excerpt. The share of hits here may be higher or lower than overall.

SMILES	BLM inh	Pol iota inh	G9a block	APEX1 inh	POLK inh	POLB inh	BAZ2B inh	Anesthetic bind	POLH inh
CC1(C)C(=O)Nc2ccccc2N1C(=O)COC(=O)COc1ccc(C#N)cc1	-13.9%	?	-6.0%[12.7 µM]	-18.9%	-24.8%	?	?	-3.4%	-13.6%
Cc1c(C(=O)NCc2cccnc2)sc2nc(-c3ccc(F)cc3)cn12	6.8%	13.2%	44.7µM*	-9.4%	10.0%	-23.7%	-38.1%	?	1.3%
COc1cccc(NC(=O)C2CCN(S(=O)(=O)c3ccc4c(c3)CC(C)N4C(C)=O)CC2)c1 (stereo unspecified)	-2.7%	7.5%	8.6%	47.4%[activator]	0.2%	2.1%	-14.0%	-9.1%	-18.8%
COc1ccc(C2C3=C(CCCC3=O)Nc3ccc4ncccc4c32)cc1OC (stereo unspecified)	-8.3%	202.7%[activator]	50.1µM*	6.4%	-11.3%	3.2%	-22.4%	-12.2%	-12.7%
CCOC(=O)c1c(NC(=O)COC(=O)c2nc(Cl)ccc2Cl)sc(C(=O)N(C)C)c1C	·	20.3%	2.3%[0.501 µM]	30.4%	-8.5%	·	6.5%	·	-11.0%
Cc1ccc(-c2ccc3nnc(SCC(=O)NCC4CCCO4)n3n2)cc1 (stereo unspecified)	-3.7%	-19.1%	-33.8%	-4.1%	0.1%	16.6%	·	-19.1%	?
O=C(NCc1cccnc1)c1ccc(COc2cccc3ccccc23)o1	-14.0%	?	-21.8%	5.3%	-12.4%	?	?	?	?
Cc1ccc(C)c(NC(=O)CC2NCCNC2=O)c1 (stereo unspecified)	-2.0%	-1.4%	-1.1%[59 µM]	·	-12.4%	-1.8%	-16.3%	-4.5%	-8.5%
O=C(NN1C(=O)c2ccccc2C1=O)C1C2CCCCC21 (stereo unspecified)	-11.8%	-14.5%	2.82µM*	3.5%	-12.4%	1.7%	-28.7%	-5.2%	-6.1%
COc1ccc(C2=NNC(c3cccnc3)=Nc3ccccc32)cc1	-2.2%	29.8%	·	1.2%	-8.3%	-1.3%	-18.3%	-3.9%	-11.6%
COc1cc2ccccc2cc1C(=O)NC(=S)Nc1cccc(C(=O)O)c1C	0.4%	41.2%[activator]	-12.7%[59 µM]	-12.0%	-6.8%	3.8%	-14.2%	36.6%[activator]	-10.1%
COc1ccc(OC)c(NC(=O)c2cc(-c3cc(C)ccc3O)n[nH]2)c1	-14.2%	25.1µM*	-10.5%	50.8%[activator]	-6.7%	-27.8%	-4.4%	46.3%[activator]	-28.3%
Cc1ccc(-n2cc3c(-c4cccc(Br)c4)nnc(C)c3n2)cc1	-0.7%	10.6%	-32.3%	-3.3%	0.0%	16.8%	-1.6%	?	1.6%
COCCNC(=O)CSc1nc2ccccc2c2nc(C)nn12	4.1%	6.7%	-1.1%[59 µM]	-3.1%	6.7%	9.6%	-1.6%	-10.4%	-13.3%
O=C(c1cc2nc(-c3ccccc3)cc(C(F)(F)F)n2n1)N1CCN2CCCC2C1 (stereo unspecified)	0.4%	185.0%[activator]	-39.3%	0.6%	0.0%	35.0%	-33.0%	-2.6%	-21.1%
CC(=O)Nc1ccc(N/C=C/C(=O)c2ccc(Br)cc2)cc1	-3.2%	16.0%	10.3%[59 µM]	-14.5%	-17.5%	7.6%	-9.1%	-12.8%	-19.3%
CCOc1ccc(-c2cc(-c3nc(-c4ccc(OC)c(OC)c4)no3)[nH]n2)cc1	-6.9%	-3.6%	7.6%[59 µM]	·	17.0%	0.3%	-9.5%	8.8%	-1.8%
CN1c2ccccc2C(C)(C)C12C=Nc1c(cc(N3CCOCC3)c3ccccc13)O2 (stereo unspecified)	?	3.55µM*	44.7µM*	1.5%	-20.3%	3.0%	?	-13.2%	1.1%
Cc1ccc(CNC(=O)CN(C2CCCCC2)S(C)(=O)=O)cc1	-6.9%	?	20.1%[59 µM]	-2.0%	3.9%	28.9%	5.0%	-5.8%	3.0%
CC(C)c1ccc(N(CC(=O)NCC2CCCO2)C(=O)CCC(=O)Nc2nccs2)cc1 (stereo unspecified)	-3.1%	-11.5%	11.7%	-13.3%	-10.4%	10.3%	4.7%	-9.8%	-18.6%
Cc1ccc2nc(SC(C(=O)Nc3ccc(F)cc3)c3ccccc3)[nH]c2c1 (stereo unspecified)	0.1%	4.8%	3.0%	-3.6%	-4.9%	-13.4%	-22.0%	-11.0%	-5.7%
O=c1cc(O)c2sc(Nc3ccc(F)c(Cl)c3)nc2[nH]1	-16.2%	42.6%[activator]	28.2µM*	-5.5%	-2.1%	56.2µM*	-31.5%	4.0%	-12.4%
CC1=CC(C)(C(Cl)Cl)C(C)=CC1=O (stereo unspecified)	5.1%	-1.6%	-2.8%[59 µM]	6.2%	6.0%	-2.3%	8.8%	-4.2%	-7.9%
CCN(CC(=O)Nc1cc(Cl)ccc1C)C(=O)CSCc1ccc(C)cc1	·	-11.4%	-2.4%[2.33 µM]	20.6%	-9.9%	·	7.2%	·	-19.6%
C[C@H](CCC(=O)NCC(=O)O)C1CC[C@H]2[C@H]3C(C[C@H](O)[C@]12C)[C@@]1(C)CC[C@@H](O)C[C@H]1C[C@H]3O (stereo partly specified)	·	·	37.6%[59 µM]	-2.5%	6.7%[19.4 µM]	·	·	-2.2%	·
CC(C)(C)n1nnnc1C(c1cccc(C(F)(F)F)c1)N1CCC(O)CC1 (stereo unspecified)	2.2%	29.0%	·	-2.2%	4.3%	-2.4%	-17.2%	-15.1%	-10.1%
Cc1cc(N2CCN(C(=O)c3cccs3)CC2)c(F)cc1[N+](=O)[O-]	-2.3%	28.9%	?	11.7%	1.4%	1.7%	-34.4%	-18.0%	-18.2%
Cc1cccc(-n2ncc(C(=O)NCc3ccc4c(c3)OCO4)c2C2CCN(C(=O)OC(C)(C)C)CC2)c1	-9.5%	-2.6%	-35.7%[59 µM]	·	-7.0%	38.3%	-5.6%[57.1 µM]	3.3%	2.5%
Cc1cc(C)n2nc(SCc3ccccc3)nc2n1	-0.2%	-17.0%	2.0%	6.7%	-5.5%	-0.6%	0.6%	-1.3%	-7.3%
O=C(Nc1ccccc1Cl)N1CCN(c2ccccn2)CC1	-0.3%	12.9%	12.5%[59 µM]	9.2%	-17.9%	-15.6%	-0.1%	-1.7%	-15.2%

Profiles, quoted from the list. Order of values: BLM inh, Pol iota inh, G9a block, APEX1 inh, POLK inh, POLB inh, BAZ2B inh, Anesthetic bind, POLH inh
Record of Cc1cc(N2CCN(C(=O)c3cccs3)CC2)c(F)cc1[N+](=O)[O-] = -2.3%, 28.9%, ?, 11.7%, 1.4%, 1.7%, -34.4%, -18.0%, -18.2%
Record of CCOc1ccc(-c2cc(-c3nc(-c4ccc(OC)c(OC)c4)no3)[nH]n2)cc1 = -6.9%, -3.6%, 7.6%[59 µM], ·, 17.0%, 0.3%, -9.5%, 8.8%, -1.8%

(next part)
SMILES	BLM inh	Pol iota inh	G9a block	APEX1 inh	POLK inh	POLB inh	BAZ2B inh	Anesthetic bind	POLH inh
NS(=O)(=O)c1ccc(-c2ccc(C=NC3CCS(=O)(=O)C3)o2)cc1 (stereo unspecified)	-0.3%	16.5%	11.2%[59 µM]	5.0%	-13.6%	27.6%	3.4%	-5.7%	-18.8%
O=C(CCC(=O)N1CCN(c2ccc(F)cc2)CC1)c1ccc(F)cc1	-10.4%	-2.0%	·	20.5%	-4.8%	7.5%	-6.2%	-19.8%	-1.8%
CCc1nc(N=Nc2c(O)[nH]c3ccccc23)c2c3c(sc2n1)CCC3	-17.1%	-7.1%	-10.3%[59 µM]	2.5%	9.9%	32.8%	-0.4%	-10.5%	?
COc1ccc(C(=O)Nc2ccc(CN3CCOCC3)cc2)cc1Br	-1.3%	-3.5%	-8.8%[59 µM]	25.3%	-14.5%	18.7%	-2.3%	-18.1%	-1.6%
O=Cc1cn(-c2ccccc2)nc1-c1cccnc1	1.6%	111.6%[activator]	6.1%	15.4%	-9.8%	35.2%	-4.3%	-7.2%	2.6%
Cc1cc(C)c(OCC(=O)OCC(=O)N2CCc3ccccc3C2)c(C)c1	·	33.5%[activator]	5.7%	5.7%	-3.1%	·	7.5%	·	-21.8%
CCOC(=O)C1=C(C)NC(=S)N(C(C)=O)C1c1ccc(Cl)cc1 (stereo unspecified)	-6.0%	-7.3%	-9.6%[59 µM]	7.1%	-17.0%	-27.5%	-4.7%	-17.8%	-2.1%
COc1ccc(CN2CCCC(C(=O)c3ccc(Cl)cc3)C2)cc1Cn1cncn1 (stereo unspecified)	3.5%	-0.8%	-9.1%[0.501 µM]	2.2%	-11.6%	3.9%	-6.2%	-13.9%	-2.5%
O=C(CCC(NC(=O)OCc1ccccc1)C(=O)OCC(=O)N1CCCCC1)OCC(=O)N1CCCCC1 (stereo unspecified)	-0.1%	6.3%	6.2%[12.7 µM]	-2.7%	5.9%	7.1%	2.6%	-7.0%	-12.5%
Cc1cccc(NC(=S)NC2CC3CCCC(C2)N3CC(C)C)c1C (stereo unspecified)	2.1%	6.0%	-0.1%[59 µM]	-3.2%	1.5%	-18.3%	-6.1%	2.0%	0.9%
CCOc1ccc(N2C(=O)CC(NCc3ccc(F)cc3)C2=O)cc1 (stereo unspecified)	-2.0%	-1.0%	-8.8%[59 µM]	-4.8%	-3.2%	1.6%	5.6%	-8.4%	-6.8%
COc1ccc2nc(Nc3nc(-c4cc5ccccc5oc4=O)cs3)sc2c1	-8.5%	8.9%	22.6%[59 µM]	3.5%	-0.1%	37.8%	12.4%	5.6%	?
COCCN(C(=S)Nc1ccc(OC)c(Cl)c1)C1CCN(C(C)C)CC1	-0.7%	68.1%[activator]	?	-2.4%	-12.6%	-2.0%	-19.7%	-7.8%	-8.5%

Entries listed so far with a tert-butyl group:
SMILES	BLM inh	Pol iota inh	G9a block	APEX1 inh	POLK inh	POLB inh	BAZ2B inh	Anesthetic bind	POLH inh
CC(C)(C)n1nnnc1C(c1cccc(C(F)(F)F)c1)N1CCC(O)CC1 (stereo unspecified)	2.2%	29.0%	·	-2.2%	4.3%	-2.4%	-17.2%	-15.1%	-10.1%
Cc1cccc(-n2ncc(C(=O)NCc3ccc4c(c3)OCO4)c2C2CCN(C(=O)OC(C)(C)C)CC2)c1	-9.5%	-2.6%	-35.7%[59 µM]	·	-7.0%	38.3%	-5.6%[57.1 µM]	3.3%	2.5%
